Screening results: PubChem BioAssay, several laboratories
BoNT A protease: BoNT/A light chain protease inhibitors, primary screen, biochemical, flow cytometry, MLPCN library. inhibition, % at 10 µM. multiplex microsphere protease substrate cleavage. actives 0.17% (n = 360,000); note: plate controls were buffer without enzyme for full effect and enzyme alone for no effect
FadD28 binding: inhibitors of FadD28 bisubstrate probe binding, primary screen, biochemical, fluorescence polarization, single point | inhibition, % at 12.5 µM | actives 0.22% (n = 360,000) | AID 588549, 2011; in the data active = inhibition above about 8.5%, passing the limit was not always enough; inconclusive = no clear call, values can overlap the other calls
UGM FP inh: M. tuberculosis UGM enzyme inhibitors, primary screen, biochemical, fluorescence polarization, single point | purified UGM, fluorescence polarization probe displacement | inhibition, % at 10 µM | actives 0.06% (n = 320,000) | AID 504406, 2011; in the data active = inhibition above about 10%, passing the limit was not always enough; inconclusive = no clear call, values can overlap the other calls
Target sequence (P9WIQ1 whole entry, looked up): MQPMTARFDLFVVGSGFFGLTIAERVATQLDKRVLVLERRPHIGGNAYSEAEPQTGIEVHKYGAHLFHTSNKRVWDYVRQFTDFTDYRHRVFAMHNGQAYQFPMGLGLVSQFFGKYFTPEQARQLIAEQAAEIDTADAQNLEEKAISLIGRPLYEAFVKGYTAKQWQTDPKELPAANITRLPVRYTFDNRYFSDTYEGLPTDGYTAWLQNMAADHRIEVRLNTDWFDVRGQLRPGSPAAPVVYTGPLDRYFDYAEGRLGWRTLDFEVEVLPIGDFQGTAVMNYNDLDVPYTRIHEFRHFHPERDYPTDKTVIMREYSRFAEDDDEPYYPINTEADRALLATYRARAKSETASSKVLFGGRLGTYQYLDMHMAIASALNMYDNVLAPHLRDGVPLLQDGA
Mtb FBA inh: Mtb FBA enzyme inhibitors, primary screen, biochemical, fluorescence, strain H37Rv | Fructose-bisphosphate aldolase (Mycobacterium tuberculosis (strain ATCC 25618 / H37Rv)), … | inhibition, % at 1 µM | actives 2.3% (n = 360,000) | purified M. tuberculosis FBA, fluorescence read-out; in the data active = inhibition above about 27%;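 note: 0% = vehicle and 100% = reference inhibitor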
Target sequence (P9WQA3 whole entry, looked up): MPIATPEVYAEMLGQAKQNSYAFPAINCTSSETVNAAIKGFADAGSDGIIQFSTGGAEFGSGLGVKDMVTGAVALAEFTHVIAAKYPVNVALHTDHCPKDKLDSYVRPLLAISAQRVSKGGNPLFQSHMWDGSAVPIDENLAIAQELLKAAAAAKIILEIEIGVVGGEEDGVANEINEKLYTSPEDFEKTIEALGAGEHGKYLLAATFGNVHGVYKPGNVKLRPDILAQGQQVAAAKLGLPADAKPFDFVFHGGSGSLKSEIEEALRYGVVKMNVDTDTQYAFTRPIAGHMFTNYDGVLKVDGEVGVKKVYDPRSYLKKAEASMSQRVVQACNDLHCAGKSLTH
PfHsp40 rescue: rescue of yeast from PfHsp40 toxicity, primary screen, S. cerevisiae, ATP luminescence; AID 504582, 2011; S. cerevisiae expressing PfHsp40, growth rescue; actives 0.68% (n = 340,000); growth rescue, % at 12.5 µM; in the data active = growth rescue above about 28%, passing the limit was not always enough; inconclusive = no clear call, values can overlap the other calls;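 note: yeast W303a lacking pdr1 and pdr3 grown in galactose medium; growth measured after three days at 30 °C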
Anthrax LF prot: Bacillus anthracis LF protease inhibitors, primary screen, biochemical, multiplex microsphere, MLPCN library; Lethal factor (Bacillus anthracis), P15917; multiplex microsphere protease cleavage assay; inhibition, % at 10 µM; actives 0.12% (n = 360,000); AID 588501, 2011; note: plate controls were buffer without enzyme for full effect and enzyme alone for no effect
GDH-TPI counter: GDH-TPI coupling enzyme inhibitors, primary screen, artefact control for M. tuberculosis FBA inhibitor project, biochemical, absorbance, full deck | GDH-TPI coupled enzyme counterscreen, NADH absorbance | inhibition, % at 4.8 µM | actives 1.2% (n = 360,000); in the data active = inhibition above about 30%;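 note: 0% = DMSO wells and 100% = wells lacking the enzyme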
BoNT F protease: BoNT/F light chain protease inhibitors, primary screen, biochemical, flow cytometry, MLPCN library | Multiplex microsphere protease cleavage assay | inhibition, % at 10 µM | actives 0.22% (n = 360,000); in the data active = inhibition above about 35%, passing the limit was not always enough; inconclusive = no clear call, values can overlap the other calls; note: plate controls were buffer without enzyme for full effect and enzyme alone for no effect
Mtb BioA inh: M. tuberculosis BioA enzyme inhibitors, primary screen, biochemical, plate reader, single point, HTS | 7,8-diaminopelargonic acid synthase BioA (Mycobacterium tuberculosis) | purified M. tuberculosis BioA enzyme | inhibition, % at 9.99 µM | actives 0.096% (n = 360,000); in the data active = inhibition above about 40%; inconclusive = no clear call, values can overlap the other calls
Numbers without * were called inactive; ? = inconclusive; nt = no result given. Cut-off read from the data, not from the text of the source, unless noted: active = inhibition above about 30%; inconclusive = no clear call, values can overlap the other calls; inactive = below that.

SMILES	BoNT A protease	FadD28 binding	UGM FP inh	Mtb FBA inh	PfHsp40 rescue	Anthrax LF prot	GDH-TPI counter	BoNT F protease	Mtb BioA inh
CCCCNC(=O)C(=O)c1ccccc1NC(C)=O	0.2	0.9	3.1	1	0.6	-2	17	-5	-0.8
O=C(COC(=O)/C=C/c1ccco1)NCc1ccco1	0.2	0.0	-0.9	-1	-0.9	-2	-2	-3	1.0
Fc1cc(F)cc(NC(=S)NCCCN2CCOCC2)c1	-0.4	-3.7	3.4	-5	3.9	-2	-6	1	0.0
c1ccc(CCn2nnnc2CN2CCC(n3nnc4ccccc43)CC2)cc1	0.4	-4.7	1.2	0	1.1	-7	6	-10	8.9
CC(NC(=O)Nc1ccc(Cl)cc1)C1CCCO1 (stereo unspecified)	0.1	2.2	0.8	-4	-0.3	0	9	-3	nt
COc1cccc(CCNC(=O)CC2C(=O)NCCN2Cc2ccc(C)o2)c1 (stereo unspecified)	0.4	0.4	2.8	6	1.0	-3	16	-5	-0.5
O=C1c2ccccc2S(=O)(=O)c2cc(C(=O)N3CCN(c4ncccn4)CC3)ccc21	-0.5	-0.2	-0.9	2	0.2	-2	12	-4	-0.6
Cc1ccc(C)c(N2CCN(S(=O)(=O)c3ccc4c(c3)CC(C)N4C(=O)C3CC3)CC2)c1 (stereo unspecified)	-3.2	-0.9	0.4	2	12	-2	4	-6	-1.7
O=C(O)c1cc(-c2ccc(/C=N/NC(=S)Nc3ccccc3)o2)ccc1Cl	-1.0	0.8	1.9	9	2.0	-3	25	-2	nt
O=C(NC1CCCCCCC1)NC1CCCCC1	-0.8	-0.2	-2.1	4	-0.9	-2	-3	17	-1.0
CC(Sc1nc(NCc2ccccc2)nc(N2CCOCC2)n1)C(=O)Nc1ccccc1 (stereo unspecified)	-0.2	-1.8	4.2	2	0.2	-2	6	-9	-2.0
Cc1ccc(NC(=O)C2Cc3ccccc3CN2C(=O)c2ccco2)cc1S(=O)(=O)N(C)C (stereo unspecified)	-0.4	-1.4	-3.4	-3	0.1	0	-9	1	1.7
C=CCNC(=O)C1CCC(=O)N1S(=O)(=O)c1ccc(C)cc1 (stereo unspecified)	nt	-1.2	-1.9	1	0.8	nt	20	nt	-2.3
CC(c1nnnn1C1CCCCC1)N(Cc1ccccc1)Cc1cccnc1 (stereo unspecified)	0.8	-4.2	0.4	-2	0.5	0	6	0	0.0
C/C(=N/NC(=O)c1ccc(-c2ccccc2)cc1)c1cccc(O)c1	0.5	-4.8	-0.1	-3	-0.5	0	5	-11	0.1
Cc1[nH]nc(-c2cccnc2)c1N=NN(C)C	0.3	-4.7	nt	0	-1.3	-1	9	-4	nt
C[C@H](NS(=O)(=O)c1ccc(Cl)cc1)C(=O)OCC(=O)N1CCOCC1	-0.9	-0.9	-2.1	1	-1.4	0	4	-13	-2.9
CN(C)C(=O)C#Cc1ccccc1	0.0	-2.4	-1.8	3	0.2	-6	-2	1	nt
COc1ccc(S(=O)(=O)NC(=O)C2(C)CCN2C(=O)COc2ccc(Cl)cc2)cc1OC (stereo unspecified)	-0.2	-3.5	nt	0	nt	6	3	-6	-1.2
O=S(=O)(NCc1cccnc1)c1ccc(Cl)c(Cl)c1	0.0	0.8	-1.1	-3	-0.5	-1	-6	-4	1.8
CC(C)CN1C(=O)c2ccc(C(=O)NCc3ccc4c(c3)OCO4)cc2C1=O	-0.3	0.1	0.7	4	-0.5	3	-2	8	nt
COc1ncccc1-c1cc2nc(NCCCN(C)C)n(C)c(=O)c2s1	-0.3	-3.1	nt	6	nt	0	27	-6	-0.2
CC(C)Nc1nnc(SCc2cc(=O)n3ccsc3n2)s1	0.3	-2.0	-1.0	-1	-1.1	-2	7	3	nt
NC(=O)CSc1nnc(NC(=O)C23CC4CC(CC(C4)C2)C3)s1	-0.5	-2.5	0.0	-1	-0.7	-1	4	2	nt
COc1ccc2nc(C)cc(N/N=C/c3ccc(F)cc3)c2c1	4.4	-9.2	1.2	2	-1.3	-10	6	?	0.0
COc1ccccc1N(CC(=O)NCCSc1ccccc1)S(=O)(=O)c1ccccc1	0.7	-0.2	-1.8	-2	0.4	0	-2	-1	-0.9
Cc1cccc(N(C)C(=O)c2cc(S(=O)(=O)N3CCc4ccccc43)cn2C)c1	-0.6	-0.3	-0.9	2	0.5	-5	11	-5	0.2
Cc1cc2cc(CNC(=S)NC3CCCCC3)ccc2[nH]1	14	-1.1	2.0	-2	8.2	-42	-4	-75	nt
O=C(N/C=N/OCc1ccc(Cl)cc1Cl)NOCc1ncc(C(F)(F)F)cc1Cl	-0.9	-2.7	1.7	-3	18	10	10	-17	-1.7
CC(=O)Nc1ccc(S(=O)(=O)N(C)CC(=O)Nc2ccccc2N2CCOCC2)cc1	-0.5	-1.0	5.1	-2	-1.3	-4	2	-4	2.7
CCCC(=O)Nc1nnc(CCc2ccccc2)s1	1.8	-1.2	-2.3	0	-0.3	12	6	?	-1.5
Cc1cc(S(=O)(=O)N2CCCC2)ccc1OCC(=O)NCc1ccccc1	6.7	-1.7	0.9	1	2.3	5	4	13	1.3
O=Cc1cn(CCOc2ccccc2F)c2ccccc12	-1.8	-2.2	1.0	0	6.6	6	7	29	-0.1
O=C(NCCOc1ccccc1)C(=O)c1c[nH]c2ccccc12	-1.0	-0.7	-1.1	1	6.3	1	12	-5	-1.6
CC(=O)c1cccc(NC(=O)Nc2ccc(C)cc2)c1	-0.6	0.5	-5.5	2	-0.3	-10	9	-9	0.1
Cc1ccc(N(CC(=O)Nc2cccc(N(C)S(C)(=O)=O)c2)S(C)(=O)=O)cc1	-6.5	0.6	0.2	-2	-0.4	1	3	-9	0.2
COc1cccc(-c2csc(N3CCN(C(=O)NC45CC6CC(CC(C6)C4)C5)CC3)n2)c1	-0.4	-1.7	7.0	-5	1.4	-14	-2	0	-1.0
COc1ccc(N2CCN(c3cc(C(=O)Nc4cc(OC)c(OC)c(OC)c4)ncn3)CC2)cc1OC	-0.2	0.7	nt	4	nt	-6	18	2	-2.1
NC(=O)C1CCCN1 (stereo unspecified)	0.1	-4.0	0.9	0	-0.7	4	0	2	nt
N#CC(c1ccc(Cl)nn1)c1c(F)cccc1Cl (stereo unspecified)	0.3	-1.9	-0.7	2	-0.7	-11	0	-2	nt
O=C(c1ccc2c(c1)OCO2)N1CCN(c2ccc(C(F)(F)F)cn2)CC1	-0.3	-1.3	-1.6	5	-0.4	0	5	-2	nt
COCCOC(=O)c1c(NC(=O)COC(=O)c2ccc(C)o2)sc(C(N)=O)c1C	0.9	-3.0	-0.4	-1	0.0	3	-1	4	0.6
O=C(N/N=C/c1ccc([N+](=O)[O-])cc1)c1cccc2cc[nH]c12	-0.4	-0.4	1.5	0	-0.5	-2	13	-8	nt
O=C(CSc1nnc(SCc2ccc(Cl)cc2)s1)N/N=C/c1ccccc1C(=O)O	-0.8	0.7	2.7	0	-0.9	-8	2	2	-0.8
CCCC1=C([O-])C2N=CC=CC2=[N+](c2ccccn2)C1=O (stereo unspecified)	0.3	-2.0	0.7	-3	-1.0	-5	1	4	nt
CCCCC1(C)OC(=O)C(=Cc2ccc(-c3ccc(Cl)c(C(=O)O)c3)o2)C(=O)O1 (stereo unspecified)	-1.4	0.7	0.2	1	-0.8	-2	2	-3	nt
O=C(c1ccc(COc2ccccc2[N+](=O)[O-])o1)N1CCCCC1	0.5	-2.6	2.0	6	-0.4	-1	-4	-1	nt
Cc1cccc2cc(CN(CCN(C)C)C(=S)Nc3ccccc3)c(=O)[nH]c12	-6.9	0.0	-1.0	1	0.0	-29	21	-25	-5.5
COc1ccc(S(=O)(=O)N2CCCCCC2)cc1C(=O)Nc1ccc(C)cn1	1.1	-1.7	-0.6	0	-0.1	-2	-6	6	nt
N#Cc1c(C(F)(F)F)cc(-c2cccs2)nc1SC(C(=O)O)c1ccccc1 (stereo unspecified)	0.7	-11	-1.1	10	0.5	-2	10	-13	2.7
Cc1noc(C)c1C(=O)NCCCN1CCCC1=O	-3.0	-0.3	2.6	2	1.9	-4	20	-16	nt
O=C(CN1C(=O)CSc2ccccc21)N1CCc2ccccc21	-0.9	-2.5	-1.3	2	-1.6	-4	2	-1	0.1
COc1cc(/C=N/NC(=S)N/N=C/c2cc(OC)c(OC)c(OC)c2)cc(OC)c1OC	-0.5	-0.9	0.3	1	-0.2	-3	45*	-6	nt

Some of the entries above, reformatted:
Under each structure – BoNT A protease	FadD28 binding	UGM FP inh	Mtb FBA inh	PfHsp40 rescue	Anthrax LF prot	GDH-TPI counter	BoNT F protease	Mtb BioA inh
O=C(c1ccc(COc2ccccc2[N+](=O)[O-])o1)N1CCCCC1
    0.5	-2.6	2.0	6	-0.4	-1	-4	-1	nt
Cc1cccc2cc(CN(CCN(C)C)C(=S)Nc3ccccc3)c(=O)[nH]c12
    -6.9	0.0	-1.0	1	0.0	-29	21	-25	-5.5

Reformatted with values under each structure: entries from further up.
Screens in order – BoNT A protease, FadD28 binding, UGM FP inh, Mtb FBA inh, PfHsp40 rescue, Anthrax LF prot, GDH-TPI counter, BoNT F protease, Mtb BioA inh
> O=C(c1ccc2c(c1)OCO2)N1CCN(c2ccc(C(F)(F)F)cn2)CC1
→ -0.3, -1.3, -1.6, 5, -0.4, 0, 5, -2, nt
> COCCOC(=O)c1c(NC(=O)COC(=O)c2ccc(C)o2)sc(C(N)=O)c1C
→ 0.9, -3.0, -0.4, -1, 0.0, 3, -1, 4, 0.6
> O=C(N/N=C/c1ccc([N+](=O)[O-])cc1)c1cccc2cc[nH]c12
→ -0.4, -0.4, 1.5, 0, -0.5, -2, 13, -8, nt
> O=C(CSc1nnc(SCc2ccc(Cl)cc2)s1)N/N=C/c1ccccc1C(=O)O
→ -0.8, 0.7, 2.7, 0, -0.9, -8, 2, 2, -0.8
> CCCC1=C([O-])C2N=CC=CC2=[N+](c2ccccn2)C1=O (stereo unspecified)
→ 0.3, -2.0, 0.7, -3, -1.0, -5, 1, 4, nt
> CCCCC1(C)OC(=O)C(=Cc2ccc(-c3ccc(Cl)c(C(=O)O)c3)o2)C(=O)O1 (stereo unspecified)
→ -1.4, 0.7, 0.2, 1, -0.8, -2, 2, -3, nt
> O=C(c1ccc(COc2ccccc2[N+](=O)[O-])o1)N1CCCCC1
→ 0.5, -2.6, 2.0, 6, -0.4, -1, -4, -1, nt
> Cc1cccc2cc(CN(CCN(C)C)C(=S)Nc3ccccc3)c(=O)[nH]c12
→ -6.9, 0.0, -1.0, 1, 0.0, -29, 21, -25, -5.5
> COc1ccc(S(=O)(=O)N2CCCCCC2)cc1C(=O)Nc1ccc(C)cn1
→ 1.1, -1.7, -0.6, 0, -0.1, -2, -6, 6, nt
> N#Cc1c(C(F)(F)F)cc(-c2cccs2)nc1SC(C(=O)O)c1ccccc1 (stereo unspecified)
→ 0.7, -11, -1.1, 10, 0.5, -2, 10, -13, 2.7
> Cc1noc(C)c1C(=O)NCCCN1CCCC1=O
→ -3.0, -0.3, 2.6, 2, 1.9, -4, 20, -16, nt
> O=C(CN1C(=O)CSc2ccccc21)N1CCc2ccccc21
→ -0.9, -2.5, -1.3, 2, -1.6, -4, 2, -1, 0.1
> COc1cc(/C=N/NC(=S)N/N=C/c2cc(OC)c(OC)c(OC)c2)cc(OC)c1OC
→ -0.5, -0.9, 0.3, 1, -0.2, -3, 45*, -6, nt

Random draw from the library, and some 4.7% of all compounds hit somewhere here.
